FH mod = Identification of activators of human fumarate hydratase by quantitative high-throughput screening; Potency, µM (highest dose often 79.9 µM), for inactives: at the top dose activity change, negative = inhibition, actives largely listed as inhibitors; FH coupled MDH/diaphorase resazurin fluorescence, 15 min; 54,000 compounds, 0.22% hits; Fumarate hydratase, mitochondrial (Homo sapiens), P07954; further: potency means the concentration at half of the fitted maximal effect; on the % scale 0 is the no-effect control and ±100 the full control effect; the screen sought activators but most active calls are inhibition curves; nearly all actives have a fitted effect of over 45% in size
B2AR arrestin ag = agonists recruiting beta-arrestin to human beta2-adrenergic receptor. HTLA Tango cells, beta-arrestin recruitment, luciferase luminescence, 18 h. 44,000 tested, under 10 active. P07550. AID 1347077. Potency, µM (titrated, usually from 46.1 µM), without a hit: top-dose activation, actives largely listed as activators;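 further: potency means the concentration at half of the fitted maximal effect; 0% = DMSO and full agonism = EC100 isoproterenol or metaproterenol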
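Tango cells expressing recombinant beta2-AR and beta-arrestin were treated with compounds (up to 46 microM titration) in DMEM with 1% FBS for 18 hr at 37 degrees C. Beta-arrestin recruitment drove tTA-dependent luciferase, read by luminescence; curves were fitted and classed.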
p53null 39C kill = p53 null cell cytotoxicity, nonpermissive temperature | H1299 p53-null (neo) cells, 39C, ATPlite viability, 24 h | AID 904 | Potency, µM (series often up to 46.1 µM), without a hit: top-dose activity, negative = cell killing, most hits filed as cytotoxic | 55,000 compounds, 0.97% hits;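 further: potency means the concentration at half of the fitted maximal effect; 0% = DMSO only and -100% = full killing by 100 µM tamoxifen; nearly all actives have a fitted effect of over 50% in size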
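Luminescent ATP signal reported cell survival after H1299 lines (neo, p53 null; or p53 A138V) received up to 46 uM compound and 24 hr incubation at 39C.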
p53null 32C tox = kills p53 null cells at the permissive temperature | H1299-neo p53 null cells, ATP luminescence, 24 h, 32C | Potency, µM (titrated, usually from 46.1 µM), without a hit: at the highest dose activity change, negative = cytotoxicity, hits mostly cytotoxic | 55,000 compounds, 0.62% hits | AID 903;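 further: potency means the concentration at half of the fitted maximal effect; 0% = DMSO only and -100% = full killing by 100 µM tamoxifen; nearly all actives have a fitted effect of over 55% in size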
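H1299-neo (p53-null) cells, 600/well, were pre-incubated overnight at 37C, then exposed to compounds at up to 46 uM for 24 hr at 32C. Viability was measured as ATP content by luminescence, and AC50 values came from Hill fits.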
TSG101-PTAP inh = blocks PTAP binding to human TSG101, validation; Fluorescence polarization, FITC-PTAP peptide/Tsg101, 20 min; Potency, µM (titrated, usually from 115 µM), for the others: at the highest dose activity change, negative = inhibition, usual class: inhibitors; 44,000 tested, under 10 active; AID 1347069; further: potency means the concentration at half of the fitted maximal effect; 0% is about no effect
Target sequence (Q99816 whole entry, looked up): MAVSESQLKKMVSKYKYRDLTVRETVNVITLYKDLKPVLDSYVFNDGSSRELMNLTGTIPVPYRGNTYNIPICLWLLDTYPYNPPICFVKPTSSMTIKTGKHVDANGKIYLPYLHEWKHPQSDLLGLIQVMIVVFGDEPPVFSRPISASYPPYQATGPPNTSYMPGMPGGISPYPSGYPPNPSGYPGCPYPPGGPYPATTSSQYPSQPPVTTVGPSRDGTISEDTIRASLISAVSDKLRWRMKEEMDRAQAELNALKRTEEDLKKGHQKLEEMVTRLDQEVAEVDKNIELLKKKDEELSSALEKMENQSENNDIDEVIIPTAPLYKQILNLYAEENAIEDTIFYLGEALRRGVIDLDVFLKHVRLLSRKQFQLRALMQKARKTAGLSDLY
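Fluorescence polarization binding of Tsg101 binding domain (10 uM final) to FITC-labeled PTAP-motif peptide (50 nM final) in HEPES pH 7.5/NaCl/Tween 20/EDTA/TCEP buffer; 20 min at r.t. Actives by curve class, <25 µM, efficacy <60% inhibition.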
NTMT1 inhibitor = NTMT1 methyltransferase inhibition. NTMT1 MTase-Glo SAH luminescence, purified enzyme. 59,000 compounds, 2.5% hits. Potency, µM (top dose mostly 114 µM), for inactives: top-dose activity change, negative = inhibition, usual class: inhibitors. Q9BV86;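 further: potency means the concentration at half of the fitted maximal effect; plate controls were DMSO vehicle for no effect and no enzyme for full effect; nearly all actives have a fitted effect of over 65% in size; many of its hits are not listed in these tables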
Target sequence (Q9BV86 whole entry, looked up): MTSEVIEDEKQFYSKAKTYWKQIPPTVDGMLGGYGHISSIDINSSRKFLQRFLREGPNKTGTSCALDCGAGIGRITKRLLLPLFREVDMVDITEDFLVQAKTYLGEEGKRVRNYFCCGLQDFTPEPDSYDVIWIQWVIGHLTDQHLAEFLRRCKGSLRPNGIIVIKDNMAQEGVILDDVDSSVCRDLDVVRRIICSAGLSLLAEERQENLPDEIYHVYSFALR
GALK inh = inhibits human galactokinase. recombinant GALK, Kinase-Glo ATP luminescence, 1 h. Potency, µM (highest dose often 57.5 µM), inactives show at the top dose activity, negative = inhibition, usual class: inhibitors. 44,000 tested, under 10 active. AID 1347072. P51570;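 further: plate controls were full GALK reaction for no effect and reaction lacking GALK for full effect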
Target sequence (P51570 whole entry, looked up): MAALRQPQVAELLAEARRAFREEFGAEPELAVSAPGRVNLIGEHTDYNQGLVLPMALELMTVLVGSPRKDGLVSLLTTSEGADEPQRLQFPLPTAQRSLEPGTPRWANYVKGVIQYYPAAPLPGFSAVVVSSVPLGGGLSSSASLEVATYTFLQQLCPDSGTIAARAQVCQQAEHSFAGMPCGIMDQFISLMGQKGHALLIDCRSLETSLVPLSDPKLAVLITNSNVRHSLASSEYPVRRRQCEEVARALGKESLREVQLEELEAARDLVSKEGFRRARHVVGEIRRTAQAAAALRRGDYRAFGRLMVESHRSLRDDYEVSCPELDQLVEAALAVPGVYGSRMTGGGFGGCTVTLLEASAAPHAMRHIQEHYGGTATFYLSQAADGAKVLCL
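Luminescent ATP-depletion readout (Kinase-Glo Plus, 10 min) after 1 h RT reaction of 5 nM GALK, 35 uM ATP, 100 uM galactose, pH 8.0 HEPES buffer. Decreased kinase activity scored as inhibition.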
The depositor's hits bear a star; ? = inconclusive; / = not tested or not shown; [ ] = dose if it differs, or a comment. The call rests on the fitted dose curve; in most records, active means well fitted curve in the direction sought with a large enough effect; inconclusive means small, poorly fitted or top-dose-only effect, or another doubt; inactive means no such curve, though single readings can be large; an effect the other way counts as inactive or inconclusive. Only part of the results is shown (hit frequency here may not be typical).

Values run as follows: FH mod	B2AR arrestin ag	p53null 39C kill	p53null 32C tox	TSG101-PTAP inh	NTMT1 inhibitor	GALK inh
Cc1ccc(OCC(=O)NCC(=O)OCc2cc(=O)n3nc(C(C)C)sc3n2)cc1
→ -4%	0%	-12%	-7%	-7%	15%	4%
O=C(Nc1ccc2nc(SCCOc3ccccc3Cl)sc2c1)c1ccco1
→ ?	-3%	37%[activator]	5%	11%	0%	-13%
CCc1ccc(Nc2sc(C(=O)c3ccc(F)cc3)c(N)c2S(=O)(=O)c2ccccc2)cc1
→ -3%	-3%	-11%	7%	5%	7%	-3%
CCOC(=O)c1ccc(NC(=O)CCc2c(C)n(CC)c3cc(-c4ccccc4OC)nn3c2=O)cc1
→ -3%	-2%	-13%	-5%	-2%	5%	10%
Cc1c(CC(=O)NCCc2ccccc2F)c(=O)oc2c(C)c3occ(C(C)(C)C)c3cc12
→ -14%	1%	-27%	-11%	-1%	7%	7%
Cc1ccc(-c2nnc(Nc3ccc(C(=O)N(C)C)cc3)c3ccccc23)cc1S(=O)(=O)N(C)C
→ ?	1%	-5%	14%	-5%	6%	1%
CCc1cccc(NC(=O)c2cc3c(s2)-c2ccccc2OC3)c1
→ 1%	0%	?	-8%	-1%	-13%	1%
COc1cc(/C=C(\C#N)c2nc3ccccc3[nH]2)cc(Cl)c1OCc1ccccc1Cl
→ -5%	1%	-15%	-24%	3%	-4%	6%
Cc1cc2c(cc1C)NC(CC(=O)Nc1ccccc1SC(F)(F)F)C(=O)N2 (stereo unspecified)
→ 1%	0%	7%	8%	3%	-14%	-17%
COc1ccc(C(=O)Nc2nc3c(s2)CCCC3)cc1Cl
→ ?	-4%	?	-14%	-7%	-12%	4%
Cc1nc(-c2cccc(S(=O)(=O)N3CCC(C(=O)NCc4ccccc4Cl)CC3)c2)no1
→ -8%	-2%	31%[activator]	19%	-5%	16%	2%
COc1ccc(C(=O)Nc2ccc(-c3nc4ccccc4s3)cc2C)cc1Cl
→ 5%	0%	-13%	-4%	-4%	-11%	-2%
COc1ccc(CNC(=O)C(Cc2ccccc2)NS(=O)(=O)c2ccc3c(c2)CCN3C(C)=O)cc1 (stereo unspecified)
→ -6%	1%	2%	7%	-6%	?	-2%
CCOc1ccc(C(=O)Nc2nnc(S(=O)(=O)N(CC)c3ccccc3C)s2)cc1
→ 4%	1%	-11%	1%	1%	6%	-12%
Cc1ccccc1CSCCNC(=O)C1CCN(S(=O)(=O)Cc2ccccc2)CC1
→ /	-1%	14%	3%	-5%	/	-1%
COc1ccccc1CNC(=O)c1ccc2[nH]c(C)c(C)c2c1
→ -7%	?	27%	0%	-1%	-9%	-8%
CCN(CC)C(=O)Cn1c(=O)n(CCCCCC(=O)Nc2ccccc2)c(=O)c2sccc21
→ -5%	0%	-9%	-1%	1%	5%	-3%
Cc1cccc(-n2c(CNC(=O)c3cccc(F)c3)nnc2SCC(=O)Nc2ccccc2F)c1
→ 8%	0%	-14%	4%	-3%	8%	2%
CC(C)N(C(=O)CSc1cn(CC(=O)N2CCCCCC2)c2ccccc12)C(C)C
→ 17%	-1%	3%	9%	-5%	-20%	2%
CCOc1ccc(CCNC(=O)CCn2c(=O)c3cccn3c3ccc(F)cc32)cc1OCC
→ -1%	0%	45%[activator]	13%	-14%	9%	4%
CC(C)(C)OC(=O)N1CCC(c2c(C(=O)N3CCN(Cc4ccccc4)CC3)cnn2-c2cccc(Cl)c2)CC1
→ -18%	-1%	-16%	10%	-6%	3%	3%
COc1cc(OC)c(Nc2nc3ccccc3c3nncn23)cc1Cl
→ /	1%	-16%	5%	-7%	/	1%
CN1C(=O)Cc2cc(S(=O)(=O)CCC(=O)Nc3ccc(F)c(Cl)c3)ccc21
→ -6%	0%	-17%	1%	-2%	15%	-1%
Cc1cccc(NC(=O)CCS(=O)(=O)c2cccc3nsnc23)c1C
→ -15%	0%	18%	7%	2%	?	3%
CCc1ccc(N2C(=O)CS(=O)(=O)C23C(=O)N(Cc2ccccc2)c2ccccc23)cc1 (stereo unspecified)
→ -14%	0%	-11%	12%	-3%	3%	-3%
CCOC(=O)c1c(-c2ccc(C)cc2)csc1NC(=O)c1nc(SC(C)C)ncc1Cl
→ 0%	-1%	6%	1%	1%	5%	0%
CCOC(=O)c1cccc(NC(=O)C2(S(=O)(=O)c3ccc(C)cc3)CC2)c1
→ -19%	1%	?	-4%	-1%	-2%	5%
Cc1ccc(CNC(=O)C(=O)Nc2c3c(nn2-c2ccccc2)CSC3)cc1
→ 2%	-4%	14%	-12%	-6%	16%	-1%
Oc1c(C(c2ccccc2Cl)N2CCN(Cc3ccccc3)CC2)sc2nc(-c3ccco3)nn12 (stereo unspecified)
→ -23%	-4%	6%	19%	-7%	5%	-4%
Cc1ccccc1NC(=O)c1sc2nc(-c3cc4ccccc4oc3=O)[nH]c(=O)c2c1C
→ 24%	0%	-20%	1%	0%	-12%	-7%
O=C1Nc2c(c(=O)[nH]c(=O)n2-c2ccc(F)cc2)C1(NS(=O)(=O)c1ccc(Cl)cc1)C(F)(F)F (stereo unspecified)
→ -12%	0%	-6%	-4%	-3%	7%	1%
COc1ccc(CCNC(=O)c2nc(SCc3ccccc3F)ncc2Cl)cc1OC
→ ?	-1%	11%	10%	-5%	3%	5%
Fc1ccc(-n2ncc3c(N4CCN(Cc5ccccc5)CC4)ncnc32)cc1
→ -9%	0%	1%	-4%	2%	-6%	-5%
Cc1cccc(C(=O)Oc2c(Sc3ccccc3)c(C)nn2C(C)(C)C)c1
→ -19%	0%	20%	7%	1%	3%	5%
O=C(NCc1cccc(Cl)c1)NCc1noc2ccccc12
→ 13%	0%	-21%	-8%	4%	6%	7%
CCC(CC)C(=O)Nc1nnc(SCc2cc(=O)n3cccc(C)c3n2)s1
→ -7%	0%	2%	-4%	-10%	-17%	-1%
COc1cccc(CNCCCSc2nnnn2C)c1OC
→ -14%	-4%	15%	-1%	0%	0%	2%
CCCn1c2ccccc2c2cnn(CC(=O)NCCc3ccc(C)cc3)c(=O)c21
→ -3%	0%	-5%	0%	-2%	7%	1%
Cc1ccc2nc(NS(=O)(=O)c3ccc(Cl)cc3)c(Nc3ccc(C(=O)O)cc3)nc2c1
→ ?	-1%	-23%	-14%	-6%	-2%	0%
O=C(C1CCN(S(=O)(=O)c2cccs2)CC1)N1CCN(c2ccccc2F)CC1
→ -4%	6%	-1%	8%	-3%	?	0%
COc1ccccc1-n1ncc2c(=O)[nH]c(SCC(=O)Nc3cccc(F)c3)nc21
→ -1%	-1%	-4%	-4%	-4%	-1%	-1%
CCN1CCN(c2cc(C)c3cc(NC(=O)c4cc(OC)cc(OC)c4)ccc3n2)CC1
→ -8%	-1%	?	?	2%	?	-4%
Cc1ccc(C)n1-c1nnc(N2CCC(C(=O)NCc3ccc(F)cc3)CC2)s1
→ -4%	-2%	3%	6%	2%	-6%	7%
O=C(COCc1cc(-c2ccco2)on1)Nc1cccc(O)c1
→ -2%	1%	-17%	-11%	6%	1%	-3%

An excerpt of these results, as a markdown table.
| SMILES | FH mod | B2AR arrestin ag | p53null 39C kill | p53null 32C tox | TSG101-PTAP inh | NTMT1 inhibitor | GALK inh |
| --- | --- | --- | --- | --- | --- | --- | --- |
| Oc1c(C(c2ccccc2Cl)N2CCN(Cc3ccccc3)CC2)sc2nc(-c3ccco3)nn12 (stereo unspecified) | -23% | -4% | 6% | 19% | -7% | 5% | -4% |
| Cc1ccccc1NC(=O)c1sc2nc(-c3cc4ccccc4oc3=O)[nH]c(=O)c2c1C | 24% | 0% | -20% | 1% | 0% | -12% | -7% |
| O=C1Nc2c(c(=O)[nH]c(=O)n2-c2ccc(F)cc2)C1(NS(=O)(=O)c1ccc(Cl)cc1)C(F)(F)F (stereo unspecified) | -12% | 0% | -6% | -4% | -3% | 7% | 1% |
| COc1ccc(CCNC(=O)c2nc(SCc3ccccc3F)ncc2Cl)cc1OC | ? | -1% | 11% | 10% | -5% | 3% | 5% |
| Fc1ccc(-n2ncc3c(N4CCN(Cc5ccccc5)CC4)ncnc32)cc1 | -9% | 0% | 1% | -4% | 2% | -6% | -5% |
| Cc1cccc(C(=O)Oc2c(Sc3ccccc3)c(C)nn2C(C)(C)C)c1 | -19% | 0% | 20% | 7% | 1% | 3% | 5% |
| O=C(NCc1cccc(Cl)c1)NCc1noc2ccccc12 | 13% | 0% | -21% | -8% | 4% | 6% | 7% |
| CCC(CC)C(=O)Nc1nnc(SCc2cc(=O)n3cccc(C)c3n2)s1 | -7% | 0% | 2% | -4% | -10% | -17% | -1% |
| COc1cccc(CNCCCSc2nnnn2C)c1OC | -14% | -4% | 15% | -1% | 0% | 0% | 2% |
| CCCn1c2ccccc2c2cnn(CC(=O)NCCc3ccc(C)cc3)c(=O)c21 | -3% | 0% | -5% | 0% | -2% | 7% | 1% |
| Cc1ccc2nc(NS(=O)(=O)c3ccc(Cl)cc3)c(Nc3ccc(C(=O)O)cc3)nc2c1 | ? | -1% | -23% | -14% | -6% | -2% | 0% |
| O=C(C1CCN(S(=O)(=O)c2cccs2)CC1)N1CCN(c2ccccc2F)CC1 | -4% | 6% | -1% | 8% | -3% | ? | 0% |
| COc1ccccc1-n1ncc2c(=O)[nH]c(SCC(=O)Nc3cccc(F)c3)nc21 | -1% | -1% | -4% | -4% | -4% | -1% | -1% |
| CCN1CCN(c2cc(C)c3cc(NC(=O)c4cc(OC)cc(OC)c4)ccc3n2)CC1 | -8% | -1% | ? | ? | 2% | ? | -4% |
| Cc1ccc(C)n1-c1nnc(N2CCC(C(=O)NCc3ccc(F)cc3)CC2)s1 | -4% | -2% | 3% | 6% | 2% | -6% | 7% |
| O=C(COCc1cc(-c2ccco2)on1)Nc1cccc(O)c1 | -2% | 1% | -17% | -11% | 6% | 1% | -3% |

Source: PubChem (National Center for Advancing Translational Sciences (NCATS))
